PglD inh – C. jejuni PglD acetyltransferase inhibitors, primary screen, biochemical, DTNB colorimetric, single point; purified PglD enzyme, DTNB colorimetric CoA detection; inhibition, % at 12.5 µM; AID 602405, 2012; hit rate 0.098% among 360,000; in the data active means inhibition above about 16%, passing the limit was not always enough; further: strong numbers were not always called active
Cneo AK release – Cryptococcus neoformans cell lysis inducers, primary screen, AK release luminescence, single concentration; C. neoformans lysis, adenylate kinase release luminescence, 4 h; normalised: neutral wells 0, clomiphene wells 100; lysis activity, % at 15 µM; hit rate 0.2% among 360,000; AID 651654, 2012;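 active means mean lysis activity across replicates of at least 80%, whatever share of replicates individually reach that level; inactive means mean lysis activity below 80%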
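Material – log-phase Cryptococcus neoformans yeast cells · Input – 5 × 10^6 yeast cells/mL · Medium – fresh YPD growth medium · Doses – single compound concentration per well · Timing – static 4 h at 37 °C with compound, 1 h detection · Detection – adenylate kinase release luminescence · Read-out – signal increase indicating cell lysis · Control set – Clomiphene as positive lysis control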
C2C12 statin – suppressors of statin myotoxicity in C2C12 myotubes, primary screen, cell-based, single point, plate reader. C2C12 myotubes + simvastatin, ATP luminescence, 48 h; scaled: DMSO 0, geranylgeraniol control 100. hit rate 0.78% among 330,000. AID 602340, 2012. rescue of ATP level, % at 7.49 µM;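 active means mean ATP rescue above about 67%, or every replicate alone reaching that limit, limit read from the data, passing the limit was not always enough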;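 further: myotubes were challenged with 10 µM simvastatin during compound exposure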
FN deposit inh – inhibitors of fibronectin matrix deposition, primary screen, AH1F cells, Alexa488-fibronectin fluorescence, plate reader. AH1F fibroblasts, overnight. inhibition, % at 12.6 µM. hit rate 0.086% among 350,000;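 active means mean inhibition across replicates of 30% or more, regardless of how many single replicates reach that level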;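 further: positive control wells lacked labelled fibronectin entirely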
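Assay system: AH1F fibroblast monolayer, labelled fibronectin deposition. Amount: 10000 cells per well. Also added: labelled fibronectin 24 nM. Compound: single-point pinned compound. Incubation: cell attachment 1 h, compound and FN exposure overnight. Detection: fluorescence after three HBSS washes, excitation 485 nm, emission 525 nm. Read-out: inhibition of fibronectin deposition signal.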
miR122 inh – miR-122 Renilla sensor signal increase in Huh7, primary screen, miR-122 inhibitor project, cell-based, single point, plate reader; AID 602342, 2012; Huh7 miR-122 Renilla luciferase sensor, 48 h; neutral wells = 0, positive control = 100; activation (reporter increase), % at 12.5 µM; hit rate 0.3% among 340,000;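 active means mean replicate activation score at least 90 and every replicate individually at or above 90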;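 further: higher luciferase means less miR-122 activity so hits act as miR-122 inhibitors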
PGC1a acetyl inh – inhibitors of PGC1a acetylation signal, primary screen, cell-based, U2OS, AlphaScreen, inhibitor mode. AlphaScreen anti-acetyl-lysine; with virally co-expressed GCN5 acetyltransferase. inhibition, % at 15.6 µM. hit rate 0.17% among 350,000. AID 651687, 2012;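 active means every replicate shows inhibition of at least 40%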;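 further: 0% = neutral control wells and 100% = positive control wells; some results beyond the cut were filed as inactive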
CFTR F508del cor – F508del CFTR correction, initial screen, CFBE line, single point; CFBE cells, YFP halide quenching; stimulated with forskolin plus potentiator P3; % fluorescence drop versus neutral controls; activity (quench increase), % at 7.58 µM; hit rate 0.36% among 350,000; AID 720511, 2013;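 active means mean added fluorescence quench of at least 8% versus neutral control, with both replicates also reaching 8%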;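 further: cells transiently co-express mutant CFTR-F508del with the halide-sensitive YFP; corrector assay measuring rescue of mutant channel to the surface after 24 h compound exposure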
GSIS activator – GLuc luminescence reporter in INS-1E cells, primary screen for activators of glucose-dependent secretion of insulin; INS-1E GLuc reporter insulin secretion, 2-3 h; activation, % at 16.6 µM; hit rate 0.61% among 370,000;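 active means lowest replicate activation of at least 40%, so every replicate reaches that level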;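 further: 0% = median of neutral control wells and 100% = median of IBMX positive control wells; some compounds called inactive have numbers as strong as hits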
* marks the source's active call; other numbers are inactive results; · = not tested or not shown; & = joins results of further samples; [ ] = dose if it differs, or a comment. The list is partial; the hit share may differ from the screen's.

SMILES	PglD inh	Cneo AK release	C2C12 statin	FN deposit inh	miR122 inh	PGC1a acetyl inh	CFTR F508del cor	GSIS activator
Cc1ccc(S(=O)(=O)Oc2ccccc2C=C2C(=O)NC(=O)NC2=O)cc1	5	-1	3	-4	-3	4	-0.8	-11
CC(C)[N+](C)(CCC(C(N)=O)(c1ccccc1)c1ccccc1)C(C)C	2	-1	-1	4&-1	1	-7	4.1	48*
CNC(=O)Oc1ccccc1C1CCCCC1	-5	0	4	0	-7	0	1.8	·
Cc1cc(N2C(=O)C3CCCN3C2c2sccc2C)no1 (centres undefined)	3	-10	5	4	-10	11	·	·
C[C@]12CCC3C(CC[C@H]4C[C@@H](O)CC[C@]34C)C1C[C@@H](Br)[C@H]2O (some centres undefined)	4	-1	-9	6	0	-11	-1.2	·
COC(=O)[C@@H]1[C@@H](CO)[C@@H]2Cn3c(ccc(C4=CCCC4)c3=O)[C@H]1N2C(=O)CC1CC1	-1	-6	23	·	-5[16.7 µM]	·	-0.5	-2
O=C(CN1CC(c2ccccc2)CC1=O)Nc1cccc(F)c1 (centres undefined)	2	3	-10	-1	9	·	-3.4	-7
CC1CCCC(NC(=O)COC(=O)Cc2ccccc2)C1C (centres undefined)	5	0	16	0	-5	9	·	·
Cn1cc(C(=O)OCC(=O)N2CCCCC2)c2ccccc21	-2	-3	2	-1	-3	-1	3.3	14
CCCCCn1c(=O)c(C(=O)Nc2cccc(C)c2)c(O)c2ccccc21	-1	-2	-20	-1	-8	2	-0.6	2
O=c1c2ccccc2nc(-c2ccoc2)n1-c1ccccc1	4	-1	4	·	4	1	1.2	23
CCn1c(O)c(C=NCCc2c[nH]c3ccccc23)c(=O)[nH]c1=O	-3	-1	-1	·	1	-2	·	·
COc1ccc(-c2n(-c3ccccn3)c3ccccc3[n+]2-c2ccccn2)cc1	-4	1	14	-1	2	11	1.3	-9
Cc1nc2ccc(Cl)cc2c(=O)n1-c1cccc(Cl)c1	-10	1	6	2	-3	-5	-1.9	-6
Cc1cccc(C)c1-n1nnnc1C(c1cccc2ccccc12)N1CCC(n2c(=O)[nH]c3ccccc32)CC1 (centres undefined)	1	0	-33	·	-5	-17	-3.7	14

Rewritten with each value named: entries from further up
COc1ccc(-c2n(-c3ccccn3)c3ccccc3[n+]2-c2ccccn2)cc1
  PglD inh: -4
  Cneo AK release: 1
  C2C12 statin: 14
  FN deposit inh: -1
  miR122 inh: 2
  PGC1a acetyl inh: 11
  CFTR F508del cor: 1.3
  GSIS activator: -9
Cc1nc2ccc(Cl)cc2c(=O)n1-c1cccc(Cl)c1
  PglD inh: -10
  Cneo AK release: 1
  C2C12 statin: 6
  FN deposit inh: 2
  miR122 inh: -3
  PGC1a acetyl inh: -5
  CFTR F508del cor: -1.9
  GSIS activator: -6

Remaining list, next part
SMILES	PglD inh	Cneo AK release	C2C12 statin	FN deposit inh	miR122 inh	PGC1a acetyl inh	CFTR F508del cor	GSIS activator
O=c1[nH]c(=O)n(Cc2ccccc2)c(O)c1/C=N/Nc1c(F)c(F)c(F)c(F)c1F	2	-1	·	9	-6	·	-0.4	7
CCCNC(=O)N1[C@H]2CC[C@@H]1C(C(=O)OC)=C(c1ccc(F)cc1OCc1ccccc1)C2	6	0	-32	·	1	-14	·	·
CCOC(=O)C1(c2ccccc2)CCN(CCC(=O)Nc2cccc(Br)c2)CC1	2	0	-36	0	-8	-7	-0.1	-1
CN(C)C=C1C(=O)N(C2CCCCC2)C(=O)N(C2CCCCC2)C1=O	5	1	-1	·	3	-9	·	9
N=C1c2ccccc2CN1NC(=O)c1ccc(Br)o1	-7	2	-6	9	2	8	-1.1	8
CC(C)NC(=O)N1[C@@H]2c3ccc(-c4cccc(C(=O)N(C)C)c4)c(=O)n3C[C@H]1[C@H](CO)[C@H]2C(=O)O	-2	43	-9	·	·	·	·	18
CS(=O)(=O)c1ccc(C2=C(CNC(=O)c3cccnc3)[C@H]3CC[C@@H](C2)N3Cc2ccco2)cc1	-8	3	5	2	-3	3	-1.7	-3
c1ccc2[nH]c(CCNC3CCCCC3)nc2c1	-3	-1	1	-17	1	-16	·	·
Cc1ccc(Cn2cc(C=O)c3ccccc32)cc1	-2	-2	26	2	-6	6	-3.7	8
CCOC(=O)c1c(C=O)c2ccccc2n1Cc1ccccc1F	4	-1	-5	-5	-3	6	-1.0	·
CC(C)CCNC(=O)CN1C(=O)CN=C(c2ccccc2)c2ccccc21	4	-2	2	-15	10	-3	-2.0	5
Cc1ccsc1C(=O)C1CCCN(Cc2cnc(N3CCOCC3)s2)C1 (centres undefined)	-1	0	64	-4	-7	4	0.3	-2
COc1ccc(N2C(=O)NC(=O)/C(=C\c3cn(C)c4ccccc34)C2=O)cc1	-2	-3	6	·	-10	3	·	-1
COc1cccc(N2C(=O)NC(=O)/C(=C/c3ccc([N+](=O)[O-])s3)C2=O)c1	6	-4	·	-1	-2	0	-0.8	-10
Cc1ccccc1NC(=O)CCl	·	·	13	3	-5	3	-1.1	2
CCCC#Cc1ccc([C@@H]2[C@@H](CO)N3CCCCN(C(=O)Cc4ccccn4)C[C@H]23)cc1	-2	-1	·	·	0[16.7 µM]	6	0.7	-3
O=C(c1cc2ccccc2oc1=O)N1CCC2(CC1)OCCO2	·	·	·	-3	3	2	·	9
CCCNS(=O)(=O)c1ccc(OCC(=O)N2CCN(Cc3ccc4c(c3)OCO4)CC2)cc1	29*	-2	15	0	-9	30	·	·
c1cc2c(cc1N1CCOCC1)CNCc1cnnn1-2	-6	2	-8	-4	1	5	-0.1	8
Cn1c(=O)c2c(nc(-c3ccc(N(CCCl)CCCl)cc3)n2C)n(C)c1=O	-3	-2	-2	3	8	·	·	·
O=S(=O)(c1ccc(Cl)cc1)N1Cc2cc(Br)ccc2-n2nncc2C1	3	-1	0	·	4	6	-1.8	-5
NC(Cc1ccc(O)cc1)C(=O)NN=Cc1ccc(N(CCCl)CCCl)cc1 (centres undefined)	3	0	3	·	5	-2	1.0	·
Cn1c(=O)cc(SCC(=O)N2CCC3(CC2)OCCO3)c2ccc(Cl)cc21	-5	-1	·	1	1	·	·	-5
CN(C)c1ccccc1	2	0	3	-4	-8	1	-2.6	13
CCOP(=O)(CN(CC)CCNP(=O)(OCC)OCC)OCC	1	0	·	·	0	8	·	·
COCCNC(=O)c1c(NC(=O)c2ccc(Br)o2)n(Cc2ccccc2)c2nc3ccccc3nc12	0	-4	-12	0	-10	15	2.9	12
C[N+](C)(N)CCOC(=O)C(O)(c1ccccc1)C1CCCCC1 (centres undefined)	1	-1	·	-5	0	-1	0.8	·
COc1ccc(C(=O)NC(=S)N2C[C@H]3C[C@H](C2)c2cccc(=O)n2C3)cc1	-5	2	5	·	-1	3	-0.1	·
C=CCN1CC[C@]23c4c5ccc(O)c4OC2C(=O)CC[C@@]3(O)C1C5 (some centres undefined)	-4	0	0	8	-7	-8	-0.5	-7
CC(=O)N1CC(=O)Nc2ccc(Cl)cc2C1c1ccc(F)cc1 (centres undefined)	-1	-1	-1	·	6	-18	-0.9	-10
Cc1ccc(-n2c(=S)[nH]c3ccccc3c2=O)cc1F	4	-2	-11	-2	30	-4	1.3	-5
Oc1c(Cl)cc(Cl)cc1CN1CCN(Cc2ccccc2)CC1	4	-2	31	·	-3	-2	1.3	-43
CCOC(=O)C1CCCCC12C(C#N)=C(N)Oc1n[nH]c(C)c12 (centres undefined)	-1	-1	-13	6	-6	6	·	·
CCOc1ccc2nc(N=Nc3c(O)[nH]c(=O)[nH]c3=O)sc2c1	7	3	8	4	-5	-3	-0.1	-23
CN(C)CP(=O)(Nc1ccccc1)N(C)C (centres undefined)	-6	1	-8	·	-3	8	·	·
COc1ccc(OC(=O)N(C)C[C@H]2OCc3cnnn3CCCC(=O)N([C@@H](C)CO)C[C@@H]2C)cc1	-2	-1	-2	-4&-29	-4[16.7 µM]	-3	-0.8&-2.9	-6&10
CCC1(Oc2ccccc2)C(=O)NC(=O)NC1=O	0	0	108*	2	-1	7	4.5	17
COc1ccc(CCn2c(O)c(C=NCCCn3ccnc3)c(=O)[nH]c2=O)cc1OC	2	1	4	-4	-1	3	·	23
O=C1CN=C(c2ccccc2)c2ccccc2N1Cc1ccc(C(F)(F)F)cc1	0	0	39	-4	-5	-7	·	-37
OC1CCCCC1N1CCC(c2ccccc2)CC1 (centres undefined)	5&-3	1&-3	2	-9	7	8	-4.9	·
CC(=NCCC1=CCCCC1)c1c(O)n(-c2ccccc2)c(=O)[nH]c1=O	9	1	·	-7	-8	7	-1.3	-7
CC(=O)Nc1ccc(N=Cc2c(O)n(Cc3ccco3)c(=O)[nH]c2=O)cc1	1	-1	6	-18	-3	8	-1.0	9
CN(C)c1ccc(/C=C2\C(=O)NC(=O)N(CCc3ccc(F)cc3)C2=O)cc1	4	-4	-3	-6	3	1	·	-5
NN=C(N)N	2	0	7	-2	4	12	-3.8	0
O=C(O)c1ccc(N=Cc2c(O)n(Cc3ccc(F)cc3)c(=O)[nH]c2=O)cc1	4	-7	0	3	3	11	0.4	3
O=c1c2ccccc2nc(-c2ccccc2)n1-c1ccncc1	6	0	-4	7	2	·	·	·
COC1C(OC(=O)c2ccc(C)[nH]2)C(O)C(Oc2ccc3c(O)c(NC(=O)c4ccc(O)c(CC=C(C)C)c4)c(=O)oc3c2Cl)OC1(C)C (centres undefined)	1	-2	-4	·	-12	3	-1.8	-23
Cc1ccccc1N	0	0	2	·	-4	-10	4.8	9

Grouped by structure: those above with a Cl atom.
SMILES	PglD inh	Cneo AK release	C2C12 statin	FN deposit inh	miR122 inh	PGC1a acetyl inh	CFTR F508del cor	GSIS activator
Cc1nc2ccc(Cl)cc2c(=O)n1-c1cccc(Cl)c1	-10	1	6	2	-3	-5	-1.9	-6
Cc1ccccc1NC(=O)CCl	·	·	13	3	-5	3	-1.1	2
Cn1c(=O)c2c(nc(-c3ccc(N(CCCl)CCCl)cc3)n2C)n(C)c1=O	-3	-2	-2	3	8	·	·	·
O=S(=O)(c1ccc(Cl)cc1)N1Cc2cc(Br)ccc2-n2nncc2C1	3	-1	0	·	4	6	-1.8	-5
NC(Cc1ccc(O)cc1)C(=O)NN=Cc1ccc(N(CCCl)CCCl)cc1 (centres undefined)	3	0	3	·	5	-2	1.0	·
Cn1c(=O)cc(SCC(=O)N2CCC3(CC2)OCCO3)c2ccc(Cl)cc21	-5	-1	·	1	1	·	·	-5
CC(=O)N1CC(=O)Nc2ccc(Cl)cc2C1c1ccc(F)cc1 (centres undefined)	-1	-1	-1	·	6	-18	-0.9	-10
Oc1c(Cl)cc(Cl)cc1CN1CCN(Cc2ccccc2)CC1	4	-2	31	·	-3	-2	1.3	-43
COC1C(OC(=O)c2ccc(C)[nH]2)C(O)C(Oc2ccc3c(O)c(NC(=O)c4ccc(O)c(CC=C(C)C)c4)c(=O)oc3c2Cl)OC1(C)C (centres undefined)	1	-2	-4	·	-12	3	-1.8	-23
